# SR-BI uptake up – activators of SR-BI mediated HDL lipid uptake | CHO ldlA[mSR-BI] cells, DiI-HDL uptake fluorescence, 3 h; 100 = double the neutral-control signal | activation, % at 12.5 µM | actives 0.096% (n = 320,000) | AID 504775;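 active = mean replicate activation of at least 60% and every replicate at or above 60%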;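 also: 0% = median plate neutral-control signal and 100% = twice that signal; values of inactives mirror those of a sister screen read the other way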
#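 System: CHO ldlA[mSR-BI] cells / Medium: HEPES-buffered (25 mM, pH 7.4) F12 plus 0.5% BSA / Probe or stimulus: labelled HDL, 10 µg/mL / Doses: single compound concentration, delivered by pin transfer / Schedule: 3 h, 37 °C / Measured by: DiI fluorescence, bottom read / Measure: cell-associated DiI fluorescence as measure of HDL uptake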
# AddAB inh – less growth of phage-infected E. coli with AddAB; E. coli expressing H. pylori AddAB, absorbance growth; inhibition, % at 11.9 µM; actives 0.29% (n = 330,000); AID 435030; in the data active = inhibition above about 12%;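 also: 0% = vehicle wells of infected cells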
# MITF act – MITF TRPM1 promoter activation in melanoma cells; SK-MEL-5 TRPM1-promoter luciferase, 24 h; % of positive control, neutral wells = 0; actives 0.75% (n = 300,000); activation, % at 12.5 µM; AID 588334;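 active = mean activation of at least 80% with every replicate also reaching 80%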;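 also: 0% = neutral control wells and 100% = parthenolide positive control wells; values of inactives mirror those of a sister screen read the other way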
# phage Ecoli inh – E. coli growth loss with phage present; growth absorbance; inhibition, % at 11.9 µM; actives 0.26% (n = 360,000); in the data active = inhibition above about 11%
# Wnt act – activators of Wnt/beta-catenin signaling | Wnt/beta-catenin reporter cell assay, activator, plate reader | activation, % at 9.35 µM | actives 1.2% (n = 300,000) | AID 743398; in the data active = activation above about 30%, passing the limit was not always enough;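 also: 0% = neutral control wells and 100% = positive control wells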
# Tat export inh – blocks Tat-dependent protein export in E. coli; E. coli MC4100 TorA-mCherry Tat export, fluorescence; inhibition, % at 10 µM; actives 0.036% (n = 340,000); AID 488895;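 active = mean replicate inhibition at least 50% and at least half of replicates individually reaching 50%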;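 also: exported cargo escapes ClpAP degradation while cytoplasmic cargo is degraded and loses fluorescence; 0% = median of neutral control wells and 100% = median of NaSCN control wells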
# E coli growth – bacterial growth inhibition, counter-screen for AddAB inhibitors; E. coli V3065 growth, OD600 absorbance, 18 h; inhibition, % at 11.9 µM; actives 0.27% (n = 330,000); AID 449728;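 active = inhibition above the campaign's mean inhibition across all tested compounds plus 3 SD, cut at about 9.9% in these data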;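 also: uninfected addAB+ strain grown without phage in ampicillin broth; 0% = DMSO wells and 100% = ciprofloxacin 0.95 µg/ml wells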
# CAL PDZ FP-1 – inhibitors of human CAL PDZ peptide binding | inhibition, % at 24.9 µM | actives 0.92% (n = 300,000) | AID 602252 | Q9HD26 | purified CAL PDZ, TMR-peptide fluorescence polarization, 1 h;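 active = mean inhibition of at least 30% with at least half of replicates also reaching 30%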;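 also: 0% = DMSO neutral control and 100% = excess unlabeled competitor peptide PRC23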
# CAL PDZ FP-2 – inhibitors of human CAL PDZ peptide binding; Q9HD26; purified CAL PDZ, TMR-peptide fluorescence polarization, 1 h; inhibition, % at 20 µM; actives 0.02% (n = 330,000); AID 504414;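 active = highest replicate inhibition of at least 40%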;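 also: plate controls were DMSO neutral control wells for no effect and unlabeled competitor peptide control wells for full effect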
#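 System: tagged CAL PDZ domain. Schedule: 1 h room-temperature incubation prior to read. Signal: fluorescence polarization (mP). Measure: percent inhibition from loss of millipolarization.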
# SR-BI HDL uptake – mouse SR-BI HDL lipid transfer inhibition; AID 488896; inhibition, % at 12.5 µM; ldlA[mSR-BI] CHO cells, DiI-HDL uptake fluorescence, 3 h; actives 0.96% (n = 320,000);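 active = mean replicate inhibition of at least 70% and a set share of replicates each scoring 70 or more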;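 also: 0% = median of neutral control wells and 100% = median of positive control wells; values of inactives mirror those of a sister screen read the other way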
# Target sequence (Q61009 whole entry, looked up): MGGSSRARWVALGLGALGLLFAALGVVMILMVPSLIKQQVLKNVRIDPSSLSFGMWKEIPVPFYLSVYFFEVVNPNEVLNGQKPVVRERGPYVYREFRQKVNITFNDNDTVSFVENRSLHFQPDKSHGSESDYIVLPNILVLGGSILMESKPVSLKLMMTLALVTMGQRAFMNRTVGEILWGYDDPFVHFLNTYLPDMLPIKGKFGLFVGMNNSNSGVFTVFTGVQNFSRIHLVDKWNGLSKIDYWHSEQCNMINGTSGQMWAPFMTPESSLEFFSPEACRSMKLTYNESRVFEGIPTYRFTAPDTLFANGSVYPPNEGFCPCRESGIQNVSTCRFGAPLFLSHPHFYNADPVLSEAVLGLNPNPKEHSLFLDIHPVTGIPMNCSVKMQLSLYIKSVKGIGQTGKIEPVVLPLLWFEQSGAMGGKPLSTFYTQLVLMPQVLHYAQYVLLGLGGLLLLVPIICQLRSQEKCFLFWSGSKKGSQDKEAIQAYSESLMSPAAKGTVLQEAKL
# * = called active by the depositor; nt = no result given. No enrichment for hits; any-hit rate near 3.6%.
SMILES,SR-BI uptake up,AddAB inh,MITF act,phage Ecoli inh,Wnt act,Tat export inh,E coli growth,CAL PDZ FP-1,CAL PDZ FP-2,SR-BI HDL uptake
CC1CC(C)CN(C(=O)/C(=C\c2ccccc2)c2ccccc2)C1 (centres undefined),3,2.2,4,4.0,nt,21,-1.3,-1,-1.9,-3
CCC(=O)Nc1cccc(-c2nc3ccccc3c(=O)o2)c1,17,0.5,2,2.5,nt,-1,-1.5,-2,-0.9,-17
COc1cc(/C=C(/NC(=O)c2ccc(Cl)cc2Cl)C(=O)O)cc(OC)c1OC,-10,4.3,-8,3.1,-4,-4,0.2,1,-0.1,10
c1ccc(CCc2nn3c(Cn4nnc5ccccc54)nnc3s2)cc1,14,3.5,nt,4.2,1,0,2.0,-2,-4.7,-14
Cc1ccc(CC(=O)N2CC(C)OC(C)C2)cc1 (centres undefined),26,-1.5,-5,3.8,-5,3,-4.7,-5,-1.2,-26
O=C(OCc1cncs1)c1ccccc1,21,0.7,-1,3.5,1,4,2.1,-2,-2.5,-21
CN(C)S(=O)(=O)c1ccc(NC(=S)NC(=O)c2ccc(Br)o2)cc1,nt,1.9,nt,4.7,-10,nt,0.6,nt,nt,nt
CCN1C(=O)C(=O)N(CC(=O)N2CCC(C)Sc3ccccc32)C1=O (centres undefined),nt,-2.1,-2,0.7,-1,-1,-1.1,-1,-2.3,-36
Cc1nc(SCC(=O)Nc2c(C)n(C)n(-c3ccccc3)c2=O)[nH]c(=O)c1Cc1ccccc1,18,-0.8,0,1.1,-2,-4,-0.4,0,-2.5,-18
CC1SC(C)C(=O)N(CC(=O)NC2CCCCC2)C1=O (centres undefined),-13,nt,-16,1.4,-1,1,nt,-7,0.6,13
CSc1nc(-c2ccc(Cl)cc2)nn1S(=O)(=O)c1ccccc1,-6,1.3,76,3.2,nt,-4,-3.6,-5,0.0,6
C=CCSc1ccc(S(=O)(=O)N2CCN(C)CC2)cn1,29,0.4,4,0.6,-2,-4,-2.5,nt,-0.1,-29
CCOc1ccc(NC(=O)c2cc(F)c(F)cc2Cl)cc1OCC,-68,3.5,-17,0.3,-1,2,-1.1,2,-1.0,68
COc1c(C)cc(Br)cc1C(=O)O,17,1.1,-8,1.3,nt,19,-1.2,nt,-2.5,-17
O=C(NCc1ccccn1)c1ccc(Br)s1,20,-1.5,4,-0.4,nt,-4,-1.2,-3,-3.3,-20
Cc1ccc(N2C(=O)c3ccccc3C2=O)cc1,10,-0.3,14,2.5,-1,-3,0.6,-4,-0.9,-10
CCOC(=O)c1cnc(SC2CC(=O)N(c3ccc(OC)c(OC)c3)C2=O)nc1N (centres undefined),7,3.2,nt,3.3,nt,-2,1.3,-4,-2.2,-7
O=C(Cn1nnc2ccccc2c1=O)NC1CCCc2ccccc21 (centres undefined),-9,0.1,2,1.9,nt,7,0.5,-3,-1.8,9
CCOC(=O)N1CCC(NC(=O)CCN2C(=O)C3C4C=CC(C4)C3C2=O)CC1 (centres undefined),-4,1.2,-4,1.0,nt,4,-2.9,5,1.5,4
Cc1cc(C)n(CC(=O)n2c(C)c(C)c3ccccc32)n1,nt,1.2,-1,-1.4,-1,4,-0.5,0,-3.3,nt
Cc1nnc2c(NC(C)C)nc3ccccc3n12,20,-2.4,6,2.8,nt,0,0.8,-1,-0.3,-20
O=C(Nc1ccccc1C(F)(F)F)NC1CCCCCCC1,8,-1.7,17,nt,-2,11,-0.7,15,nt,-8
C/C(=N\NC(=O)c1c(C)nc2ccccn12)c1ccc(N2CCOCC2)cc1,12,1.8,4,3.8,-6,-5,1.8,2,-2.9,-12
CSc1cccc(NC(=O)CCNS(=O)(=O)c2ccc3[nH]c(=O)oc3c2)c1,nt,3.2,9,2.4,-2,3,-2.2,-4,-2.8,29
COC(=O)/C=C1\SC(N)=NC1=O,7,1.5,nt,-0.2,-1,4,-0.5,-10,0.7,-7

# Continued, overlapping the part above by two compounds.
SMILES,SR-BI uptake up,AddAB inh,MITF act,phage Ecoli inh,Wnt act,Tat export inh,E coli growth,CAL PDZ FP-1,CAL PDZ FP-2,SR-BI HDL uptake
CSc1cccc(NC(=O)CCNS(=O)(=O)c2ccc3[nH]c(=O)oc3c2)c1,nt,3.2,9,2.4,-2,3,-2.2,-4,-2.8,29
COC(=O)/C=C1\SC(N)=NC1=O,7,1.5,nt,-0.2,-1,4,-0.5,-10,0.7,-7
Cc1ccc(-c2cc(C(F)F)n3ncc(C(=O)N4CCc5ccccc5C4)c3n2)cc1,-50,2.7,-22,2.8,-13,7,0.3,-2,-2.7,50
CCc1cccc(NC(=S)N(CCCOC(C)C)C2CCN(C(C)=O)CC2)c1,6,0.3,-14,-1.1,-3,-14,0.0,-7,-0.1,-6
CCc1nnc(NC(=O)CN2CCN(C(=O)c3ccccc3)CC2)s1,-15,-1.7,0,-0.1,-1,0,0.7,1,-0.9,15
Cc1ccc(C(=O)NC(=S)Nc2cccc(NC(=O)c3ccccc3)c2)cc1[N+](=O)[O-],-52,3.0,1,4.2,nt,0,-0.3,-2,-2.4,52
O=[N+]([O-])c1ccc(-c2nc(=S)c3c(o2)CCCC3)cc1,21,1.1,0,1.2,14,-3,-1.8,-2,0.1,-21
COC(=O)CSc1cc([N+](=O)[O-])cc2c1c(C1OCCO1)nn2-c1ccccc1,-10,3.8,6,3.3,nt,1,-1.6,3,-1.1,10
C=CCN(c1ccccc1C(=O)NCC(=O)O)S(=O)(=O)c1ccccc1C,-8,1.9,10,1.6,1,0,-0.7,nt,-1.3,8
CCCCN(C(=O)c1ccc(N(C)S(=O)(=O)c2ccc(C)cc2)cc1)c1c(N)n(CCC)c(=O)[nH]c1=O,8,1.6,3,0.9,0,3,-0.9,-2,-2.5,-8
CNC(=O)c1ccc(Nc2nnc(-c3ccc(C(N)=O)cc3)c3ccccc23)cc1,-12,-1.7,-5,1.8,-1,-2,-1.8,-5,nt,12
Cc1ccc(NC(=S)N2CCN(S(C)(=O)=O)CC2)cc1,8,nt,-5,2.1,-2,-2,nt,-1,-2.6,-8
COc1cc(CNS(=O)(=O)c2ccc3c(c2)CC(C)N3C(C)=O)cc(OC)c1OC (centres undefined),11,2.4,-5,1.3,-3,-3,1.4,1,0.4,-11
Cc1cccc2c1-c1sc(C(=O)N3CCCCC3)cc1CO2,-21,6.8,88*,1.7,23,11,-0.3,nt,-1.1,21
Cc1ccc(Cl)cc1NC(=S)N(CCCN1CCOCC1)Cc1ccco1,6,2.9,1,0.5,-2,3,-1.0,-3,2.1,-6
COc1ccc(C(=O)CSc2nnc(COc3ccc(C#N)cc3)n2-c2ccccc2)cc1,-12,0.4,17,-1.9,-9,-1,-0.5,-1,-2.5,12
COC(=O)CNC(=O)c1ccc(F)cc1,nt,2.9,nt,-1.5,0,nt,1.3,nt,nt,nt

# Part of the list above, reformatted.
# Second line of a record – SR-BI uptake up	AddAB inh	MITF act	phage Ecoli inh	Wnt act	Tat export inh	E coli growth	CAL PDZ FP-1	CAL PDZ FP-2	SR-BI HDL uptake
CC1CC(C)CN(C(=O)/C(=C\c2ccccc2)c2ccccc2)C1 (centres undefined)
 : 3	2.2	4	4.0	nt	21	-1.3	-1	-1.9	-3
CCC(=O)Nc1cccc(-c2nc3ccccc3c(=O)o2)c1
 : 17	0.5	2	2.5	nt	-1	-1.5	-2	-0.9	-17
COc1cc(/C=C(/NC(=O)c2ccc(Cl)cc2Cl)C(=O)O)cc(OC)c1OC
 : -10	4.3	-8	3.1	-4	-4	0.2	1	-0.1	10
c1ccc(CCc2nn3c(Cn4nnc5ccccc54)nnc3s2)cc1
 : 14	3.5	nt	4.2	1	0	2.0	-2	-4.7	-14
Cc1ccc(CC(=O)N2CC(C)OC(C)C2)cc1 (centres undefined)
 : 26	-1.5	-5	3.8	-5	3	-4.7	-5	-1.2	-26
O=C(OCc1cncs1)c1ccccc1
 : 21	0.7	-1	3.5	1	4	2.1	-2	-2.5	-21
CN(C)S(=O)(=O)c1ccc(NC(=S)NC(=O)c2ccc(Br)o2)cc1
 : nt	1.9	nt	4.7	-10	nt	0.6	nt	nt	nt
CCN1C(=O)C(=O)N(CC(=O)N2CCC(C)Sc3ccccc32)C1=O (centres undefined)
 : nt	-2.1	-2	0.7	-1	-1	-1.1	-1	-2.3	-36
Cc1nc(SCC(=O)Nc2c(C)n(C)n(-c3ccccc3)c2=O)[nH]c(=O)c1Cc1ccccc1
 : 18	-0.8	0	1.1	-2	-4	-0.4	0	-2.5	-18
CC1SC(C)C(=O)N(CC(=O)NC2CCCCC2)C1=O (centres undefined)
 : -13	nt	-16	1.4	-1	1	nt	-7	0.6	13
CSc1nc(-c2ccc(Cl)cc2)nn1S(=O)(=O)c1ccccc1
 : -6	1.3	76	3.2	nt	-4	-3.6	-5	0.0	6
C=CCSc1ccc(S(=O)(=O)N2CCN(C)CC2)cn1
 : 29	0.4	4	0.6	-2	-4	-2.5	nt	-0.1	-29
CCOc1ccc(NC(=O)c2cc(F)c(F)cc2Cl)cc1OCC
 : -68	3.5	-17	0.3	-1	2	-1.1	2	-1.0	68
COc1c(C)cc(Br)cc1C(=O)O
 : 17	1.1	-8	1.3	nt	19	-1.2	nt	-2.5	-17

# Assay outcomes: PubChem, several laboratories
